Source: PubChem
Measles CPE – protection of cells from measles virus. Measles virus-infected cells, CPE protection, absorbance. protection (pct of control), % at 4 µM. 1.5% of 140,000 active. AID 841; in the data active = protection mostly above about 24%, no sharp cut-off; inactive = mostly below about 26%; also: some compounds called inactive have numbers as strong as hits
bCat KO growth – beta-catenin-lacking colon tumor cell growth suppression; viability, % at 10 µM; 1.5% of 140,000 active; HCT116 beta-catenin knockout viability, CellTiter-Glo, 60 h; hits give low values; AID 818;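 active = viability at or under a set limit, the compound median less 4 SD, cut at about 6% in these data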;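 also: 0% = Hyamine 1622 control at 20 µM and 100% = untreated cell control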
Phagocyt inh – blocks phagocytosis by macrophages. J774A.1 macrophage IgG-bead phagocytosis, imaging. inhibition, % at 5 µM. 0.07% of 110,000 active;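 active = inhibition above the mean of the plate negative controls plus 5 SD, cut at about 13% in these data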;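 also: phagocytic index as fraction of beads internalized from green versus red external bead signal; plate controls were DMSO negative control for no effect and cytochalasin-D positive control for full effect; some results beyond the cut were filed as inactive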
PTEN del growth – PTEN-deleted cell growth suppression | HCT116 PTEN-null viability, CellTiter-Glo, 60 h; hits give low values | viability, % at 10 µM | 1.2% of 140,000 active;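 active = viability at or below a set limit, 4 SD under the median of all tested compounds, cut at about 3.7% in these data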;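 also: PTEN knockout HCT116 line with beta catenin targeted HCT116 as companion control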
Yeast life ext – yeast lifespan extension; S. cerevisiae growth with nicotinamide, OD615; deaD strain in restrictive glucose medium; inhibition of the nicotinamide effect, % at 10 µM; 0.68% of 130,000 active; AID 775;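 active = inhibition above a set limit, placed 3 SD over the median of all compounds, cut at about 26% in these data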;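 also: 0% = nicotinamide-treated wells and 100% = cells grown without nicotinamide; some compounds called inactive have numbers as strong as hits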
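Test system: DeaD-strain S. cerevisiae / Buffer or medium: restrictive glucose medium / Also added: nicotinamide 1.5 mM / Doses: one concentration, 10 µM, DMSO 0.25% / Schedule: 48 h at 30 °C / Signal: OD615 measurement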
NPY Y2 blocker – NPY-Y2 (human) receptor antagonism | P49146 | NPY-Y2 expressing cells, antagonist mode | inhibition, % at 2.7 µM | 0.99% of 140,000 active; in the data active = inhibition above about 17%;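 also: 0% = vehicle with agonist challenge and 100% = reference antagonist with challenge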
Target sequence (P49146 whole entry, looked up): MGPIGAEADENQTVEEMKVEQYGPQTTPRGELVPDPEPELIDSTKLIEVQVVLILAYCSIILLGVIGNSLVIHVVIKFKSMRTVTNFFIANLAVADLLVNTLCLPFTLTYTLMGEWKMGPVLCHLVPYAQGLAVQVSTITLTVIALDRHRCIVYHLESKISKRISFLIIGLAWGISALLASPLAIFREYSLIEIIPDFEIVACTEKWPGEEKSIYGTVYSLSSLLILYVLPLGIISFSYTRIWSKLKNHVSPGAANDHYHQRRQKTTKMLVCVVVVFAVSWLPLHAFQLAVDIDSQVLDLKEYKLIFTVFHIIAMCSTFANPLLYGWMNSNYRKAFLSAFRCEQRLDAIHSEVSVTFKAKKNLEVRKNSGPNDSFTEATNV
MRP1 act – MRP-1 activation | 0.61% of 140,000 active | H69AR cells + doxorubicin, viability rescue, CellTiter-Glo | viability increase, % at 10 µM | AID 799;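 active = viability gain under doxorubicin at or above a set limit, the compound median plus 3 SD, cut at about 4.7% in these data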;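 also: MRP-1 overexpressing cells given doxorubicin 25 µM after compound pretreatment; 18-22 h compound pretreatment then 72 h with doxorubicin before readout; 0% = doxorubicin-only wells and 100% = vehicle-treated cells without doxorubicin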
BB579 growth dn – chemicals that inhibit yeast BB579 growth in restrictive medium (lifespan-shortening candidates); AID 804; S. cerevisiae BB579 growth, OD615, 48 h; 0.51% of 140,000 active; inhibition, % at 10 µM;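 active = inhibition above a set limit, 3 SD over the mean compound inhibition, cut at about 44% in these data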; also: inactives centre near -24
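System: Saccharomyces cerevisiae DeaD strain BB579, replicative lifespan model yeast | Buffer or medium: Restrictive glucose-based CSMM-D medium | Times: 4 h preincubation and 48 h exposure at 30 °C | Detection: OD615 turbidity measurement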
E-sel TNF inh – blocks E-selectin expression induced by TNF alpha; HUVEC TNFa-induced E-selectin immunofluorescence, high content; inhibition, % at 2 µM; 0.71% of 120,000 active; AID 1246;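 active = inhibition above the batch mean plus 3 SD, and confirmed as a hit on visual image review, cut at about 43% in these data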;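 also: 0% = TNF-stimulated DMSO wells and 100% = unstimulated control wells; not every result past the cut was called active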
GALR2 antag – antagonists of human galanin receptor 2 (GALR2); 0.39% of 140,000 active; inhibition, % at 4 µM; GALR2-expressing cells, antagonist mode; AID 828; in the data active = inhibition above about 27%;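 also: cells stimulated with galanin 1-16 at roughly its EC80; 0% = agonist challenge control and 100% = basal control without agonist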
Target sequence (O43603 whole entry, looked up): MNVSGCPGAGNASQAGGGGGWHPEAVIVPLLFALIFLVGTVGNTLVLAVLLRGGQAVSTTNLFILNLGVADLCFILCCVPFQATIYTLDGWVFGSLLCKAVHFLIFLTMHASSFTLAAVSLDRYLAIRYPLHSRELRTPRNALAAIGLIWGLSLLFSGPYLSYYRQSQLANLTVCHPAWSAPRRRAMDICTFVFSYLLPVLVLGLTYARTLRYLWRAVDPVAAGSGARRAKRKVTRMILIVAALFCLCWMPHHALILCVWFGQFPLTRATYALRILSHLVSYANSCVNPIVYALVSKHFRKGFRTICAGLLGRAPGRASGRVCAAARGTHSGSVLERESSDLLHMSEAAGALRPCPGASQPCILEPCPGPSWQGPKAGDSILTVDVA
Numbers without * were called inactive; / = no result given.

compound	Measles CPE	bCat KO growth	Phagocyt inh	PTEN del growth	Yeast life ext	NPY Y2 blocker	MRP1 act	BB579 growth dn	E-sel TNF inh	GALR2 antag
CCOc1ccc(NC(=S)/C(=C(\[O-])c2ccc(C)c([N+](=O)[O-])c2)[n+]2ccccc2)cc1	5	99	-2	94	-10	2	-3.1	-14	-9	-9
CSc1ccccc1NC(=O)Nc1ccc(Cl)cc1	31	29	0	20	-25	3	-1.2	-48	21	3
O=C(/C=C/c1ccccc1)CC(O)(c1ccccc1)C(F)(F)F (stereo not given)	5	3.9*	-1	/	35*	4	-3.4	-27	3	10
Cc1cc(C(=O)CSc2n[nH]c(N)n2)c(C)n1-c1ccccc1	26*	65	-1	81	-12	-1	-0.6	-78	15	3
CC(/C=N/n1c(COc2ccccc2)n[nH]c1=S)=C\c1ccccc1	7	103	/	100	-11	11	-1.2	-2	-16	13
C=C(C)Cn1c(NCCOC)nc2c1c(=O)[nH]c(=O)n2C	22	90	/	97	-3	0	-3.0	-12	-9	9
CCN(CC)S(=O)(=O)c1ccc(NCC2COc3ccccc3O2)c([N+](=O)[O-])c1 (stereo not given)	29	68	-5	57	-2	2	-2.8	-38	/	-2
COc1ccc(C2(C(=O)Nc3nncs3)CCCC2)cc1	13	92	0	87	-8	4	-1.7	-14	15	-15
COC(=O)C1CCN(c2cc(=O)n(Cc3ccc(F)cc3)c(=O)[nH]2)CC1	6	96	/	90	/	4	0.7	-13	-22	9
COc1cc(/C=N/NC(=O)c2cccnc2)ccc1OS(=O)(=O)c1ccc(C)cc1	7	86	-8	95	2	1	-2.9	0	/	-2
COc1cc(/C=N/NC(=O)c2ccncc2)ccc1OCCN1CCCCC1	9	94	-2	100	-1	3	-1.5	-51	/	-13
COC(=O)c1c(C)[nH]c(C(=O)CSc2ncnc3sc(-c4ccccc4)cc23)c1C	5	14	0	16	2	3	-5.3	-13	21	-7
Cc1cc(C)cc(OC(=O)CCN2C(=O)c3ccccc3C2=O)c1	7	89	/	94	/	2	-3.5	-16	-22	5
CC(C)(C)NC(=O)c1ccc2nsnc2c1	7	104	4	94	-5	3	-1.9	-35	5	-4
O=C(Nc1ccon1)c1ccc(OC2CCCC2)cc1	9	95	-3	92	-6	4	1.9	0	/	10
O=C(CSc1nc2c(sc3ccccc32)c(=O)n1-c1ccccc1)NCc1ccco1	15	64	2	62	-1	3	-4.1	-13	/	4
O=C(CCCN1C(=O)c2ccccc2C1=O)N1CCN(c2ccccn2)CC1	15	99	-1	95	5	4	-2.7	-11	-1	-9
Cc1cccc(NC(=O)C2CCCN2/C=C/C(=O)C(F)(F)F)c1C (stereo not given)	11	103	-1	96	-1	1	-1.9	2	/	14
Cc1ccc(CSc2nc3c(c(=O)[nH]2)CCC3)cc1	6	102	0	106	3	5	0.1	-81	10	-2
O=c1[nH]c(CN2CCCCC2)nc2ccccc12	2	103	3	85	-6	1	-1.3	-32	-23	-5
Cc1cc(C)c(NC(=O)CS(=O)CC(=O)Nc2cccnc2)c(C)c1 (stereo not given)	57*	88	0	88	-15	2	-4.0	19	/	-9
O=C(O)CCCC(=O)N1CCN(C(c2ccccc2)c2ccccc2)CC1	5	89	-10	96	4	2	-1.2	-28	6	-20
O=C(CCC1CC(=O)Nc2ccccc21)NCc1cccnc1 (stereo not given)	10	107	/	100	3	1	-3.0	-2	-14	10
OCCN1CCOCCOCCN(CCO)CCN(CCO)CC1	5	89	-2	89	-8	-1	-1.5	-4	26	2
O=C(O)CSc1nnc(C2CC2)n1-c1ccccc1	10	83	0	99	-5	1	-3.1	17	-14	-1
O=[N+]([O-])c1ccc(N2CCN(CCO)CC2)cc1NCc1ccco1	9	81	0	84	9	2	-1.9	-59	/	-8
COc1ccc(S(=O)(=O)N2CCCC(C(=O)N3CCOCC3)C2)cc1C (stereo not given)	7	93	0	94	-2	1	-0.4	-15	1	-11
CCCOc1c(Br)cc(C(=O)NCC)cc1OC	10	89	4	99	-8	4	2.0	6	-16	-3
CCCCN(CC)CCNC(=O)c1cc2c(=O)n(C)c3ccccc3c2n1C	5	53	-1	57	-7	5	-5.9	-13	-5	-3
COc1ccc(CNC(=O)CN(CC2CCCO2)C(=O)CNS(=O)(=O)c2ccc(C)cc2)cc1 (stereo not given)	1	91	0	86	-10	3	-1.6	0	11	-7
CCCC1(CCC)NC(=O)N(CC(=O)Nc2ccccc2OC)C1=O	2	102	0	98	-6	2	-1.0	-24	9	5
O=C(NC1CCCC1)c1cc2c(ccc3ccccc32)o1	8	97	-1	88	-18	3	2.1	-6	12	1
Cc1ccc(N2CCOCC2)c2c1C(=O)c1ccccc1C2=O	10	85	/	78	-6	-4	-2.0	63*	/	-9
c1ccc2c(c1)nc(N1CCOCC1)c1nnnn12	4	100	0	96	-9	3	-1.7	-53	-36	10
COCCNC(=S)NC1CC2CCCC(C1)N2Cc1ccco1 (stereo not given)	12	102	-1	90	-21	1	-2.7	-11	-25	-1
CCCS(=O)(=O)N1CCN(Cc2ccccc2OCC)CC1	6	92	-1	92	0	1	-3.9	-31	/	14
CCCc1[nH]nc2c1C(c1ccc(O)cc1OCC)C(C#N)=C(N)O2 (stereo not given)	2	80	0	73	3	3	-2.0	-50	11	3
CCCCn1c(C(C)NC(=O)c2cccs2)nc2ccccc21 (stereo not given)	6	100	2	89	-11	3	0.3	-51	-63	10
Cn1c(=O)cc(SCC(=O)N2CCOCC2)c2ccc(Cl)cc21	13	90	/	83	-4	8	-3.9	-14	5	1
C=CCO/N=C/C1C(=O)CC(C)(C)CC1=O	11	98	4	102	39*	1	-1.8	-12	/	13
Cc1cc(N2CCOCC2)nc2ccccc12	2	87	/	90	/	-1	-0.9	-36	-48	7
CC1CCCC(C)N1S(=O)(=O)c1ccc(NC(=O)CCn2cnc3ccccc3c2=O)cc1 (stereo not given)	4	107	0	108	-9	1	0.8	-4	-7	-8
CCOC(=O)C1CCCN(C(=O)c2ccccc2Oc2ccccc2)C1 (stereo not given)	13	92	-1	88	0	5	-2.6	-22	-28	8
COc1ccc(-c2ccnc3nc(-n4cccc4)nn23)cc1	19	91	4	87	-8	5	-0.2	-4	-22	4
Cn1c(=O)c2c3c(sc2n2c(SCc4ccccc4)nnc12)CCCC3	2	86	-4	83	2	0	-1.6	-9	8	-10
O=C(CNC(=O)c1ccc(Cl)cc1)OCC(=O)c1ccc2c(c1)OCCO2	52	93	4	102	-6	6	0.4	-42	-7	0
CC1(C)Cc2c(sc3nc(N/N=C/c4ccccc4)[nH]c(=O)c23)CO1	21*	87	-1	86	0	3	0.0	-41	-4	-6
Cc1ccc(N=C2CCCN2Cc2ccccc2)c(C#N)c1	26	85	/	82	/	8	-1.3	-7	12	-2

Gathered by group: those above containing a cyano group
compound	Measles CPE	bCat KO growth	Phagocyt inh	PTEN del growth	Yeast life ext	NPY Y2 blocker	MRP1 act	BB579 growth dn	E-sel TNF inh	GALR2 antag
CCCc1[nH]nc2c1C(c1ccc(O)cc1OCC)C(C#N)=C(N)O2 (stereo not given)	2	80	0	73	3	3	-2.0	-50	11	3
Cc1ccc(N=C2CCCN2Cc2ccccc2)c(C#N)c1	26	85	/	82	/	8	-1.3	-7	12	-2

Additional results follow.
compound	Measles CPE	bCat KO growth	Phagocyt inh	PTEN del growth	Yeast life ext	NPY Y2 blocker	MRP1 act	BB579 growth dn	E-sel TNF inh	GALR2 antag
CN1CCN(C2=C(Cl)C(=O)N(C3CCCCC3)C2=O)CC1	9	80	-2	85	-3	5	-4.5	-43	/	4
O=C(CNS(=O)(=O)c1ccc(Br)s1)NC1CCCc2ccccc21 (stereo not given)	10	85	0	94	9	4	-1.9	-56	5	-4
COc1ccc2c(-c3ccccc3)cc(=O)[nH]c2c1	20	86	0	100	-12	0	-1.8	-71	9	12
CC(C)(C)n1nc2c(c1NC(=O)c1ccc(S(=O)(=O)N3CCCC3)cc1)CSC2	15	84	2	83	2	0	-2.7	-33	-9	2
CCOc1ccc(NC(=O)Cc2cccc3ccccc23)c([N+](=O)[O-])c1	7	94	-5	90	6	2	-0.9	-39	-4	3
COC(=O)CSc1ccc(-c2nc3ccc(C)cc3[nH]2)cn1	13	101	-1	104	-16	5	0.5	-59	-25	4
CCc1cccc(C)c1NC(=S)NCc1ccc2[nH]c(C)cc2c1	4	24	/	26	-2	-2	-2.7	54*	-15	4
COc1ccc(C(=O)Oc2ccc3c(c2)OCO3)cc1OC	15	105	0	119	-11	3	1.8	-56	/	8
COc1cc(OC)cc(-c2cc(N3C(=O)Nc4ccccc4N3O)n[nH]2)c1	4	101	-11	104	5	1	-0.1	-29	/	10
O=C(NN1C(=O)c2cc(Br)ccc2NC1c1ccccc1Cl)c1ccncc1 (stereo not given)	4	86	-2	90	-5	0	-1.7	-35	34	-28
COc1cccc(-c2nn(-c3ccccc3)cc2C(=O)O)c1	26	102	0	113	-6	0	-1.2	-50	/	11
CC(C)N(C#N)c1nc(N2CCOCC2)nc(N2CCOCC2)n1	9	75	0	80	-9	0	-3.9	4	/	-14
CN(C)S(=O)(=O)c1ccc(NC(=O)c2c(F)cccc2Cl)cc1	0	86	/	97	0	-2	-2.2	-55	/	1
Nc1nc2ccccc2n1/N=C/c1cccnc1	11	94	/	91	/	2	-5.5	-14	-4	-10
CCOC(=O)c1cnc2c(cnn2C)c1NCCC#N	9	100	0	96	-25	-1	-2.6	15	-8	-2
CN(c1ccc(C(=O)NCc2cccnc2)cc1)S(C)(=O)=O	6	95	/	92	7	5	-3.4	-7	4	11
COCCn1c(C)cc(C(=O)CSc2nncn2-c2ccccc2)c1C	12	94	-1	101	-5	0	-1.7	-14	5	-25
CCN(CC)S(=O)(=O)c1ccc(NC(=O)Cn2cnc3ccccc3c2=O)cc1	20	92	2	102	-12	-1	-1.7	-34	8	4
Cc1cc(C(=O)Nc2c(C)n(C)n(-c3ccccc3)c2=O)c(C)o1	7	89	0	95	-9	-1	0.3	-36	-20	10
CCc1nnc(NC(=O)c2cc(-c3ccccc3)nn2-c2ccccc2)s1	3	80	/	78	-19	0	-0.5	-22	/	7
CN(C(=O)c1c(Br)cnn1C)C12CC3CC(CC(C3)C1)C2	8	88	-4	83	8	4	-2.6	-39	/	-5
C(=NCCCN1CCOCC1)c1ccc2c(c1)OCO2	4	95	0	99	-14	6	1.4	29	-30	14
COc1ccccc1/C=C/C(C)=O	4	65	-2	64	0	3	-3.8	-32	3	4
S=C1NC2=C(C(c3ccc(Br)cc3)N1)N1CCC2CC1 (stereo not given)	23	81	/	79	-16	-1	-2.2	-8	43	-4
CCOC(=O)c1c(-c2ccccc2)csc1NC(=O)c1ccc(N2C(=O)CCC2=O)cc1	4	94	-1	96	-1	6	-2.4	-32	-26	6
Nc1ccccc1C(=O)NCc1ccccc1	6	96	0	101	-5	-1	-0.6	-62	4	-2
